Screens: PubChem, several laboratories
Tat export inh – inhibitors of E. coli Tat protein transport; E. coli MC4100 TorA-mCherry Tat export, fluorescence; inhibition, % at 10 µM; 340,000 tested, 0.036% active; AID 488895;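 active means mean replicate inhibition at least 50% and at least half of replicates individually reaching 50%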;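 further: exported cargo escapes ClpAP degradation while cytoplasmic cargo is degraded and loses fluorescence; 0% = median of neutral control wells and 100% = median of NaSCN control wells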
AddAB inh – less growth of phage-infected E. coli with AddAB; E. coli expressing H. pylori AddAB, absorbance growth; inhibition, % at 11.9 µM; 330,000 tested, 0.29% active; in the data active means inhibition above about 12%;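 further: 0% = vehicle wells of infected cells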
E coli growth – reduces bacterial viability in AddAB counter-screen | 330,000 tested, 0.27% active | AID 449728 | inhibition, % at 11.9 µM | E. coli V3065 growth, OD600 absorbance, 18 h;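 active means inhibition above the campaign's mean inhibition across all tested compounds plus 3 SD, cut at about 9.9% in these data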;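 further: uninfected addAB+ strain grown without phage in ampicillin broth; 0% = DMSO wells and 100% = ciprofloxacin 0.95 µg/ml wells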
PfHsp90 set2 – growth inhibition of yeast expressing Plasmodium Hsp90; AID 504621; 310,000 tested, 0.32% active; S. cerevisiae expressing PfHsp90, BacTiter-Glo ATP, 48 h; yeast lacking PDR1 and PDR3 efflux regulators; inhibition, % at 9.4 µM;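 active means every replicate shows inhibition above about 80%, whatever the replicate mean, limit read from the data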;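 further: 0% = DMSO neutral controls and 100% = 20 µM radicicol positive controls; yeast relying on Plasmodium falciparum Hsp90 in place of its own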
Rtt109 Vps75 – C. albicans Rtt109 histone acetyltransferase inhibition; Q5AAJ8; purified Rtt109/Vps75, ThioGlo CoA-SH fluorescence, 4 h; inhibition, % at 34.9 µM; 330,000 tested, 0.16% active; AID 540336;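 active means inhibition of at least 50% in every replicate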
Target sequence (Q5AAJ8 whole entry, looked up): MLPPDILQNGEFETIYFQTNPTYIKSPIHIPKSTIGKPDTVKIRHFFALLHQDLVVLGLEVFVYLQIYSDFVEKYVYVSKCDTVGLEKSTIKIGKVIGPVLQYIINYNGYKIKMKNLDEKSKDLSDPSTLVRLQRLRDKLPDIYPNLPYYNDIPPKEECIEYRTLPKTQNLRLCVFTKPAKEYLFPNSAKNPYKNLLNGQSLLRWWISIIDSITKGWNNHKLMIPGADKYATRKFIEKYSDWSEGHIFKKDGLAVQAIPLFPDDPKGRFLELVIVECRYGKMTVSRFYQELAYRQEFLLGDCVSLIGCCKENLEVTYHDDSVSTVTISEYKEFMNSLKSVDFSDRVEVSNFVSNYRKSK
PvdQ acylase – P. aeruginosa PvdQ acylase inhibition. AID 488965. inhibition, % at 10 µM. purified PvdQ acylase, fluorescence plate reader. 340,000 tested, 0.063% active; in the data active means inhibition above about 30%, passing the limit was not always enough;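 further: 0% = vehicle neutral wells and 100% = reference inhibitor wells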
phage Ecoli inh – E. coli growth loss with phage present. growth absorbance. inhibition, % at 11.9 µM. 360,000 tested, 0.26% active; in the data active means inhibition above about 11%
DAGLB inhibitor – diacylglycerol lipase beta (human) inhibition; HEK293T DAGLB membrane lysate, EnzChek fluorogenic substrate; Q8NCG7; inhibition, % at 5.17 µM; 340,000 tested, 0.059% active; in the data active means inhibition above about 34%;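 further: 0% = enzyme with vehicle and 100% = wells lacking enzyme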
Wnt bcat act – Wnt/beta-catenin pathway activation | Wnt/beta-catenin reporter cell assay, activator, plate reader | activation, % at 9.35 µM | 300,000 tested, 1.2% active; in the data active means activation above about 30%, passing the limit was not always enough;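 further: 0% = neutral control wells and 100% = positive control wells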
CAL PDZ FP – human CAL PDZ-peptide interaction inhibition; Q9HD26; purified CAL PDZ, TMR-peptide fluorescence polarization, 1 h; inhibition, % at 20 µM; 330,000 tested, 0.02% active; AID 504414;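 active means highest replicate inhibition of at least 40%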;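 further: plate controls were DMSO neutral control wells for no effect and unlabeled competitor peptide control wells for full effect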
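Material – purified CerCALP PDZ construct · Detection – FP readout, S and P plane fluorescence · Measure – percent inhibition from loss of millipolarization · Controls – unlabelled peptide for full inhibition, DMSO wells as neutral · Probe or stimulus – TMR-labelled reporter peptide T*-PRC34 bound in PDZ groove · Times – 1 h at RT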
Active calls of the source: *; / = no result given. Not a hit list (roughly 1.9% active in at least one column).

No.	SMILES	Tat export inh	E coli growth	Wnt bcat act	PfHsp90 set2	CAL PDZ FP
1	Cc1ccnc(NC(=O)c2cccc(NC(=O)CC3SC(N4CCCCC4)=NC3=O)c2)c1 (stereo not drawn)	3	-2.6	3	11	-0.5
2	O=C(Nc1ccccc1C(=O)NC(Cc1ccccc1)C(=O)O)c1ccccc1 (stereo not drawn)	-3	-0.2	-1	-3	-0.2
3	CCOC(=O)c1cnc2ccc(OCC)cc2c1NCc1ccccc1	9	1.6	/	-26	-3.0
4	CCOC(=O)CSc1cc(C)nc(NC(C)=O)n1	-9	0.8	-2	/	0.0
5	CCN(CC(=O)Nc1ccccc1C(F)(F)F)C(=O)Cc1ccccc1	-5	0.1	-2	32	-4.2
6	Cc1ccc(-c2ccc(=O)n(CC(=O)NCc3ccco3)n2)cc1	1	-0.3	-4	16	/
7	O=C(Nc1nnc(SCC(=O)N2CCCCC2)s1)c1ccc(F)cc1F	-4	-1.4	5	15	-2.3
8	COc1cccc(NC(=O)Nc2nnc(Cc3ccccc3)s2)c1	5	-0.2	-1	-1	-1.5
9	NC(=O)C1CCN(C(=O)/C=C/c2ccccc2[N+](=O)[O-])CC1	0	-1.0	0	14	-2.0
10	Nc1c(N(C(=O)Nc2ccc(Cl)c(Cl)c2)C2CCCC2)c(=O)[nH]c(=O)n1Cc1ccccc1	3	-2.1	/	1	-0.7

No.	DAGLB inhibitor	Rtt109 Vps75	PvdQ acylase	AddAB inh	phage Ecoli inh
1	-1	-8	1	2.0	1.4
2	1	0	-3	1.0	3.4
3	-21	19	-16	1.6	2.9
4	1	8	-5	0.5	3.8
5	-1	6	-6	2.2	2.5
6	-2	2	-5	0.8	1.2
7	-1	4	-11	4.3	1.1
8	-2	-7	-7	4.3	-0.8
9	0	15	-4	-2.3	1.7
10	5	5	-15	1.5	1.4

New compounds follow
No.	SMILES	Tat export inh	E coli growth	Wnt bcat act	PfHsp90 set2	CAL PDZ FP
11	CC1CC(=O)Nc2ccccc2N1C(=O)Nc1ccccc1 (stereo not drawn)	1	-1.6	4	8	0.5
12	O=C(O)c1ccc(C=C(c2nc3ccccc3s2)c2nc3ccccc3s2)cc1	4	2.4	0	-12	-1.9
13	COc1ccc(-c2nn(-c3ccccc3)cc2/C=N/NC(=O)c2ccc(Br)o2)cc1	-4	-2.2	/	/	-1.2
14	O=C(Cc1cccc2ccccc12)Nc1c(F)cccc1F	-7	-2.5	1	-21	-1.0
15	COC(=O)CCCC(=O)N1CCCC(C(=O)c2ccc(OC)cc2C)C1 (stereo not drawn)	-4	0.8	1	-3	0.0
16	CC(=O)Nc1ccccc1NC(=O)c1ccc(C)cc1C	3	0.8	0	-12	-0.4
17	O=C(COC(=O)C12CC3CC(CC(O)(C3)C1)C2)Nc1ccc(Cl)c(S(=O)(=O)N2CCOCC2)c1	16	-0.9	0	-33	0.2
18	CC(=O)Oc1ccc2nc(-c3cccs3)oc(=O)c2c1	2	-0.3	-1	-8	-1.1
19	Cc1ccc(S(=O)(=O)N2c3ccccc3CC2C)cc1 (stereo not drawn)	28	0.8	0	13	-0.8
20	O=C(Nc1ccc(C(F)(F)F)cc1)c1ccc2nc[nH]c2c1	-1	2.1	-3	4	-2.3

No.	DAGLB inhibitor	Rtt109 Vps75	PvdQ acylase	AddAB inh	phage Ecoli inh
11	-2	0	-8	-1.8	2.5
12	10	-2	1	2.9	0.1
13	-2	1	-4	0.6	-0.2
14	-2	-13	-14	-0.8	2.1
15	-3	-9	-3	2.8	3.4
16	/	-2	1	5.2	2.9
17	-1	-20	-5	-1.0	3.0
18	-2	-11	9	-1.8	2.8
19	/	3	13	2.3	4.1
20	0	/	-13	-0.8	4.7

The closing three records of the part before are carried over, then new ones follow:
No.	SMILES	Tat export inh	E coli growth	Wnt bcat act	PfHsp90 set2	CAL PDZ FP
18	CC(=O)Oc1ccc2nc(-c3cccs3)oc(=O)c2c1	2	-0.3	-1	-8	-1.1
19	Cc1ccc(S(=O)(=O)N2c3ccccc3CC2C)cc1 (stereo not drawn)	28	0.8	0	13	-0.8
20	O=C(Nc1ccc(C(F)(F)F)cc1)c1ccc2nc[nH]c2c1	-1	2.1	-3	4	-2.3
21	COc1ccc(-c2c(-c3ccc(OCC(=O)NN)cc3O)n[nH]c2C(F)(F)F)cc1	-2	-1.6	/	8	-0.6
22	COCCCn1c(=O)c2sccc2n2c(CCCC(=O)NCc3ccccc3OC)nnc12	-3	1.1	-2	5	-1.9
23	N#Cc1cnc(SCCc2ccccc2)nc1N	2	-4.6	18	15	-0.2
24	CCN(CC)S(=O)(=O)c1ccc(N2CCCC2)c(NC(=O)c2ccc(N3CCCC3=O)cc2)c1	-3	-2.2	0	/	-2.6
25	COCc1c(C(=O)N/N=C/c2c[nH]c3ccccc23)nnn1-c1nonc1N	-3	0.4	-2	-12	-2.4
26	Cc1ccc(NC(=O)C2(N(CC(C)C)C(=O)Cn3nnnc3N)CCCCC2)cc1	-5	0.6	/	/	-3.1
27	COc1cc(C2CC(c3c(C)cc(C)[nH]c3=O)=NN2c2ccccc2F)cc(OC)c1OC (stereo not drawn)	0	-1.4	3	6	-1.8
28	O=C(Cc1cccc(NC(=O)C2CCN(C(=O)CCc3ccccc3)CC2)c1)Nc1cccc(C(=O)N2CCOCC2)c1	-3	/	-2	-1	-2.7
29	CCC(C)(C)C(=O)Nc1ncc(S(=O)(=O)c2ccc([N+](=O)[O-])cc2)s1	3	-2.1	/	0	/
30	COc1cccc(SCC(=O)N2CCN(c3ccccc3)CC2)c1	-15	0.2	3	6	-0.5

No.	DAGLB inhibitor	Rtt109 Vps75	PvdQ acylase	AddAB inh	phage Ecoli inh
18	-2	-11	9	-1.8	2.8
19	/	3	13	2.3	4.1
20	0	/	-13	-0.8	4.7
21	5	2	-2	1.8	4.6
22	-2	-5	2	1.2	1.9
23	-1	-2	-8	-0.8	0.1
24	-1	9	2	-2.9	0.5
25	5	-1	-23	0.2	-0.2
26	1	2	4	-0.7	1.2
27	1	-17	-29	0.3	-1.1
28	-3	-2	-14	/	-1.4
29	3	1	-8	1.6	2.2
30	-1	-7	-16	1.6	1.5

More entries follow.
No.	SMILES	Tat export inh	E coli growth	Wnt bcat act	PfHsp90 set2	CAL PDZ FP
31	O=C1Nc2cc(C(=O)NCCCN3CCOCC3)ccc2S/C1=C/c1ccccc1F	-2	-1.0	5	10	-8.8
32	Cn1nnnc1Sc1ncnc2scc(Br)c12	-40	-2.8	-22	8	0.3
33	CCC(C)NC(=O)c1ccc(CSCc2ccccc2Cl)o1 (stereo not drawn)	6	-4.1	2	-7	-1.3
34	CCN(CC(=O)Nc1c(F)cccc1F)C(=O)C1(c2ccccc2)CC1	-5	2.4	3	2	-2.1
35	CCOC(=O)/C(=C/C1=CC(=C/N(C)C)/C(=O)O1)C(C)=O	7	1.2	-1	9	-0.3
36	COc1ccc(-c2nn(-c3ccccc3)cc2C(=O)NCC2CCCO2)cc1 (stereo not drawn)	0	0.4	-2	10	-0.6
37	Cc1cc(=O)oc2cc(OC(=O)C3CCN(C(=O)c4ccc(F)cc4)CC3)ccc12	4	0.7	1	-14	-0.6
38	O=C1C2C(C(=O)N1c1ccccc1)N1CCCN1C2c1ccccc1 (stereo not drawn)	7	0.7	-1	-17	-1.0
39	O=C(CNC(=O)c1ccccc1)N/N=C/c1ccc([N+](=O)[O-])s1	-33	-0.3	7	4	0.1
40	O=C(NN=C1CCCCCCC1)c1ccc2ccccc2n1	-2	0.0	-1	9	-2.1

No.	DAGLB inhibitor	Rtt109 Vps75	PvdQ acylase	AddAB inh	phage Ecoli inh
31	2	6	9	2.2	0.0
32	0	-5	-3	2.7	1.1
33	-2	-1	-15	-2.3	1.8
34	3	-5	-8	0.1	1.2
35	-4	1	5	0.6	-2.0
36	-2	2	-4	1.3	2.1
37	-1	-87	-10	-0.4	4.5
38	-1	-1	-3	0.8	3.2
39	-1	-7	-3	4.0	4.0
40	-1	-8	-17	-1.1	1.7

Later entries:
No.	SMILES	Tat export inh	E coli growth	Wnt bcat act	PfHsp90 set2	CAL PDZ FP
41	Cc1ccc(-c2csc(N3CCN(c4cc5c(cc4Cl)nc(-c4ccncc4)n5CCOCCO)CC3)n2)cc1	-3	-3.7	/	10	-0.5
42	CC1CN(S(=O)(=O)c2cccc(C(=O)OCC(=O)NCc3ccccc3)c2)CC(C)O1 (stereo not drawn)	1	1.4	-3	/	1.1
43	Oc1ccccc1C=NNc1nc2ccccc2s1	-3	/	4	/	-0.4
44	CCCCNC(=O)N(O)C1N(/N=C/c2ccccc2F)C(=S)SC1(C)C (stereo not drawn)	12	1.3	-2	-20	-2.3
45	O=C(CNS(=O)(=O)c1ccc(Br)s1)NCCc1ccc(Cl)cc1	13	-0.9	-5	1	-3.7
46	NC(=O)c1ccsc1NC(=O)CSc1nnc(C2CC2)n1Cc1ccccc1	-3	0.6	-1	/	-1.8
47	COc1cc(Cl)c(C)cc1NCC(=O)Nc1cccc(S(=O)(=O)N2CCCC2)c1	-8	0.2	0	-4	1.5
48	CCCS(=O)(=O)c1c(S(=O)(=O)CCC)c2ccc(C(N)=O)cn2c1C(=O)c1ccccc1	1	/	-1	25	/
49	COc1cccc(C2=NOC(C(=O)Nc3cccnc3Cl)C2)c1OC (stereo not drawn)	-2	-1.1	-4	22	-4.9
50	O=c1[nH]c(C2CCCN(S(=O)(=O)c3cccc(Cl)c3)C2)nc2c1nnn2Cc1ccc2c(c1)OCCO2 (stereo not drawn)	6	-0.8	-1	-6	-5.1
51	Nc1[nH]c(=O)ncc1F	0	19*	-2	-52	-0.5
52	COc1ccc(-n2c(=O)c3c4c(sc3n3cnnc23)CC(C)CC4)cc1 (stereo not drawn)	0	1.2	-2	/	-0.6

No.	DAGLB inhibitor	Rtt109 Vps75	PvdQ acylase	AddAB inh	phage Ecoli inh
41	-1	3	3	2.7	/
42	-1	-2	-10	1.9	1.3
43	6	-5	-12	/	2.9
44	-1	2	-1	0.4	0.9
45	4	3	-3	5.1	0.8
46	0	3	-10	3.9	0.8
47	-1	-6	-12	1.1	3.0
48	0	0	-15	/	1.5
49	0	-4	-5	0.7	5.0
50	10	-3	0	0.9	0.9
51	4	-1	-8	28*	29*
52	1	3	7	1.4	0.3
